BRCA1 expr act: BRCA1 expression activation | Potency, µM (highest dose often 46.1 µM), inactives show at the highest dose activation, hits mostly activators | hit rate 1.1% among 380,000 | MCF7-BRCA1-FFLuc reporter, luminescence, 48 h; response scale: scaled: vehicle 0%, 10 µM genistein 100% | AID 624202; also: nearly all actives have a fitted effect of over 80% in size; some results filed as inactive show a strong effect at the top dose
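Compounds are tested at multiple concentrations on MCF7 BRCA1-luciferase reporter cells seeded at 2000 per well; after 48 h, a single luminescence end-point is taken and curves fitted to the normalized data.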
ELG1 genotoxic: induces genotoxicity in HEK293T cells with luciferase-tagged ELG1; hit rate 1.3% among 330,000; Potency, µM (doses to about 46 µM), for the others: at the highest dose activity change, positive = activation, hits mostly activators; AID 504466; HEK293T ELG1-luciferase reporter, luminescence, 16 h; also: % of control where 0% means no effect; nearly all actives have a fitted effect of over 60% in size
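Cells (2,000/well) expressing the ELG1-luciferase fusion are dosed by pin tool and kept 16 hr at 37 °C, 5% CO2. Signal comes from ONE-Glo luciferase reagent after 30 min at room temperature.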
NPC1 promoter act: activates the NPC1 promoter | Huh7 NPC1 promoter luciferase reporter, 24 h | Potency, µM (series often up to 9.22 µM), without a hit: top-dose activation, most hits filed as activators | hit rate 2.4% among 320,000 | AID 485313;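 also: % of control where 0% means no effect; nearly all actives have a fitted effect of over 60% in size; reporter is driven by a mutant NPC1 promoter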
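Luminescence read-out of NPC1 promoter-driven luciferase in stably transfected Huh7 cells; compounds delivered in DMSO and left 24 h at 37C, 5% CO2, qHTS titration format.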
RORgamma inh: blocks mouse ROR gamma transcriptional activity | AID 2551 | Potency, µM (titrated, usually from 53.6 µM), for inactives: top-dose activity change, negative = inhibition, most hits filed as inhibitors | hit rate 5.4% among 310,000 | Drosophila S2 Gal4-RORgamma UAS-luciferase reporter, 20 h; also: % is scaled to controls: 0 for no effect and ±100 for the full control effect; nearly all actives have a fitted effect of over 60% in size
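Stable Schneider cell line, Gal4 DNA-binding domain fused to ROR gamma, UAS-luciferase. Cmpd 1 hr RT → CuSO4 700 uM final → 20 hr RT → luciferase reagent 10 min → luminescence.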
FLuc modulator: counter-screen for miR-21 project: firefly luciferase inhibitors or activators. Potency, µM (doses to about 57.5 µM), without a hit: at the top dose activity change, negative = inhibition, usual class: inhibitors. hit rate 6.9% among 360,000. AID 588342. purified FLuc, Km substrates, luminescence inhibition;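 also: plate controls were vehicle for no effect and reference inhibitor for full effect; nearly all actives have a fitted effect of over 55% in size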
Target sequence (P08659 whole entry, looked up): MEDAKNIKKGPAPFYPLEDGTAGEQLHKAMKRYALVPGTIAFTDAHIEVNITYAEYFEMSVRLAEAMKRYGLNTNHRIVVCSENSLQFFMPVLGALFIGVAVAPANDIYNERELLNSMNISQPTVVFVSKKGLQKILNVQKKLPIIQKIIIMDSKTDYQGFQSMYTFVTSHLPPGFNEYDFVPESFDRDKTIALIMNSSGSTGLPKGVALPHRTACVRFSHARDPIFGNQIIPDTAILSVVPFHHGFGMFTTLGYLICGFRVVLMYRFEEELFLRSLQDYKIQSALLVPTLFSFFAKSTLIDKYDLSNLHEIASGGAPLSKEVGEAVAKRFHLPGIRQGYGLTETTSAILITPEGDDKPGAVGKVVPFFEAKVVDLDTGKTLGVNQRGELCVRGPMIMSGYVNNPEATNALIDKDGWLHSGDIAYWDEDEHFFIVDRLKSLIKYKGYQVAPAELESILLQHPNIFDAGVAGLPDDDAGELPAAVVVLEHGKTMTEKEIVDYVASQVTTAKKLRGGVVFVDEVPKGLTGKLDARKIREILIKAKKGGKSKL
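Purified P. pyralis luciferase (10nM final) with 10uM D-luciferin and 10uM ATP (Km levels) in 50mM Tris acetate pH 7.5, 10mM Mg acetate, 0.01% Tween-20, 0.05% BSA; qHTS 6-point titration, ~60 µM downward; luminescence read.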
MBNL1-CUG inh: inhibitors of human MBNL1 binding to CUG repeat RNA | Q9NR56 | Potency, µM (highest dose often 57.5 µM), for inactives: at the top dose activity change, negative = inhibition, hits mostly inhibitors | hit rate 0.036% among 280,000 | TR-FRET MBNL1-His/biotin-(CUG)12 binding, 665/545 ratio; active = well fitted inhibition curve with a large enough effect in the signal ratio, with a control signal flat, not every such curve was filed as active; inconclusive = small, poorly fitted or top-dose-only effect, or effect the other way, or a change in a side signal; inactive = no such curve, though single readings can be large or run the other way; the % refers to the signal ratio; also: % is scaled to controls: 0 for no effect and ±100 for the full control effect
Target sequence (Q9NR56 whole entry, looked up): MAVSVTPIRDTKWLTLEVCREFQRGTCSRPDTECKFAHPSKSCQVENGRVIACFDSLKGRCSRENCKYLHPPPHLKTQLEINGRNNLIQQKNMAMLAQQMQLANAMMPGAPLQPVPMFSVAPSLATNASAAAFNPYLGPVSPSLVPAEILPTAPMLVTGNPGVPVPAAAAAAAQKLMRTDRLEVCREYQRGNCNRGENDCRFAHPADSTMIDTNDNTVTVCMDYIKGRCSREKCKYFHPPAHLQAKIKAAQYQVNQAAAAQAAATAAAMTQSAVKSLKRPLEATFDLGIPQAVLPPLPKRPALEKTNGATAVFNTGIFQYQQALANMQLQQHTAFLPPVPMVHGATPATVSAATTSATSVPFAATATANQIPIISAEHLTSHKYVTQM
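Compounds (final 92 nM to 58 uM) are added to His-tagged MBNL1 and biotin-(CUG)12, then terbium anti-His antibody and streptavidin-XL665 (5 nM final). After 60 min at room temperature, the 665/545 nm ratio is read.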
uPA surface inh: inhibitors of cell surface uPA generation; cell surface uPA generation assay, qHTS; Potency, µM (top dose mostly 38.3 µM), without a hit: at the top dose activity change, negative = inhibition, hits mostly inhibitors; hit rate 0.31% among 330,000; AID 540303; active = well fitted inhibition curve with a large enough effect; inconclusive = small, poorly fitted or top-dose-only effect; inactive = no such curve, though single readings can be large or run the other way; tested in mouse RAW 264.7 cells; also: % is scaled to controls: 0 for no effect and ±100 for the full control effect; nearly all actives have a fitted effect of over 55% in size
p53 reactivation: mutant p53 re-activation in reporter cells; hit rate 0.063% among 320,000; H1299 p53-A138V BP100-luciferase reporter, luminescence, 24 h; Potency, µM (series often up to 92.2 µM), without a hit: at the top dose activity change, positive = activation, usual class: activators; AID 504706; also: % of control where 0% means no effect; nearly all actives have a fitted effect of over 45% in size
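H1299 (p53-null), stable ts p53-A138V + BP100-Luc; 1000 cells/well, Opti-MEM/10% FBS; cpd 4 pt, 1:5; 24 h, 37 deg C, 5% CO2; detection reagent 10 min RT; luminescence.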
Rab9 promoter act: activates the Rab9 promoter; Huh7 Rab9 promoter-luciferase reporter, luminescence, 24 h; Potency, µM (top dose mostly 9.22 µM), without a hit: top-dose activation, negative = inhibition, hits mostly activators; hit rate 2.8% among 320,000; AID 485297; also: % of control where 0% means no effect; nearly all actives have a fitted effect of over 60% in size
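Luciferase signal after 10 min detection reagent at ambient indicates Rab9 promoter upregulation; stably transfected Huh7 cells were treated 24 h with compound in DMSO at 37 °C, 5% CO2.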
Gal4-VP16 FLuc: Gal4-VP16 reporter inhibition counter-screen. Potency, µM (top dose mostly 53.6 µM), inactives show top-dose activity, negative = inhibition, most hits filed as inhibitors. hit rate 3.5% among 310,000. Drosophila S2 Gal4-VP16 UAS-luciferase, luminescence, 20 h;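 also: Gal4-VP16 expression switched on by copper sulfate through the metallothionein promoter; % is scaled to controls: 0 for no effect and ±100 for the full control effect; nearly all actives have a fitted effect of over 50% in size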
The depositor's hits bear a star; ? = inconclusive; . = no result given; [ ] = remark or other dose. Unless noted, calls follow the shape of the dose curve; as a rule, active = well fitted curve in the direction sought with a large enough effect; inconclusive = small, poorly fitted or top-dose-only effect, or another doubt; inactive = no such curve, though single readings can be large; an effect the other way counts as inactive or inconclusive. Potency is read from the fitted curve at half-maximal effect. Not a hit list. Share with any hit: about 13%.

SMILES	BRCA1 expr act	ELG1 genotoxic	NPC1 promoter act	RORgamma inh	FLuc modulator	MBNL1-CUG inh	uPA surface inh	p53 reactivation	Rab9 promoter act	Gal4-VP16 FLuc
CCc1ccccc1NC(=O)CN1CCN(C(=O)c2cccc(-n3cnnn3)c2)CC1	3%	1%	-1%	.	0%	.	3%	-3%	-2%	.
O=S(=O)(c1ccccc1Cl)N1CCC(O)(c2ccc3c(c2)OCO3)CC1	-5%	-7%	-4%	?	-1%	-7%	0%	?	0%	-9%
Cc1ccc(C(=O)CN2C(=O)c3ccccc3S2(=O)=O)cc1	-96%	-6%	-37%[inhibitor]	2.2µM*	?	.	-10%	-12%	-40%[inhibitor]	?
COc1ccc2cc3cc(C(=O)NCCCN4CCC(C)CC4)oc3nc2c1	11µM*	?	25%	-2%	?	?	?	5%	15%	8%
CCN(C(=O)COC(=O)/C=C/c1ccc(S(=O)(=O)N2CCc3ccccc32)cc1)C1CCS(=O)(=O)C1 (stereo not given)	2%	-3%	-5%	?	-3%	?	-5%	-5%	-5%	-8%
O=C(COC(=O)COc1ccccc1[N+](=O)[O-])NCc1ccc2c(c1)OCO2	-6%	-1%	.	.	.	.	-1%	-7%	.	.
CCOC(=O)c1sc(NC(C)=O)cc1C	3%	-1%	0%	3%	-10%	-3%	8%	-3%	-2%	13%
COc1cccc(CCNC(=O)CC2C(=O)NCCN2Cc2ccc(Cl)c(F)c2)c1 (stereo not given)	0%	-2%	-1%	?	0%	6%	-3%	0%	-7%	0%
NC(=O)c1c(N)sc(=S)n1CC1CCCO1 (stereo not given)	4%	1%	-2%	-4%	1%	?	-2%	-7%	0%	2%
CCOC(=O)c1c(C)n(C)c2ccc(OC(=O)c3ccco3)cc12	-22%	1%	3%	11%	-1%	0%	6%	-7%	-3%	-10%
O=C(CCN1C(=O)C2C3CC(C(Br)C3Br)C2C1=O)OCC(=O)c1cccc([N+](=O)[O-])c1 (stereo not given)	6%	0%	-1%	-1%	0%	12%	-3%	2%	0%	4%
O=C(c1cc(=O)c2ccccc2o1)N1CCN(c2ccccc2F)CC1	2%	0%	0%	?	-3%	15%	4%	-3%	-6%	-6%
O=C(CSc1ncnc2c1oc1ccccc12)N1CCCc2ccccc21	1%[1.84 µM]	?	2%	?	2%	3%	1%	-1%	-9%	4%[0.365 µM]
Cn1c(SCC(=O)c2ccc3c(c2)NC(=O)CO3)nc2ccccc21	0%	-1%	-3%	-29%	-1%	6%	1%	2%	-8%	26%
Cc1ccc(N2C(=O)CC(NNC(=O)Cc3ccc(F)cc3)C2=O)cc1Cl (stereo not given)	1%	3%	-8%	3%	0%	-5%	8%	-3%	8%	-6%

The closing 2 entries of the part above come first, to join the parts:
SMILES	BRCA1 expr act	ELG1 genotoxic	NPC1 promoter act	RORgamma inh	FLuc modulator	MBNL1-CUG inh	uPA surface inh	p53 reactivation	Rab9 promoter act	Gal4-VP16 FLuc
Cn1c(SCC(=O)c2ccc3c(c2)NC(=O)CO3)nc2ccccc21	0%	-1%	-3%	-29%	-1%	6%	1%	2%	-8%	26%
Cc1ccc(N2C(=O)CC(NNC(=O)Cc3ccc(F)cc3)C2=O)cc1Cl (stereo not given)	1%	3%	-8%	3%	0%	-5%	8%	-3%	8%	-6%
Cc1nc(-c2ccc3c(c2)OCCCO3)cs1	2.5µM*	?	1.8µM*	-23%	7.6µM*	12%	-5%	7%	1.6µM*	-13%
CCC(CO)NCc1ccc(Br)cc1 (stereo not given)	8%	-4%	1%	15%	-3%	1%	16%	-1%	-1%	2%
Cc1cc(C)cc(OCC(=O)N/N=C/c2ccncc2)c1	2%	1%	-1%	-9%	5%	17%	5%	-12%	-11%	-14%
CC(=O)Nc1sc(NC(=O)c2ccc([N+](=O)[O-])cc2)nc1-c1cccs1	-36%	-1%	-3%	23%	-14%	?	-5%	-1%	-3%	4%
CC(C)N=c1scc(-c2ccco2)n1/N=C/c1ccc(O)c(O)c1	-18%	?	3%	1.4µM*	9.5µM*	7%	?	23%	-19%	16µM*
CSc1ccc(C2C(C#N)=C(N)Oc3c2ccc(=O)c2c(C)oc(C)c32)cc1 (stereo not given)	-38%	-3%	8%	6.3µM*	1%	28%	-9%	-12%	-7%	?
CNC(=O)/C(C#N)=C/c1c(N2CCN(C)CC2)nc2c(C)cccn2c1=O	3%	2%	-6%	0%	1%	?	-2%	-5%	-2%[1.84 µM]	6%
COc1ccc(F)c(CN2CCC(n3nccc3NC(=O)C3CCOC3)CC2)c1 (stereo not given)	3%	-3%	1%	0%	-2%	-1%	2%	22%	10%	-3%
CCn1c(SCC(=O)NC2CCCc3ccccc32)nnc1-c1cccs1 (stereo not given)	-2%	-4%	-1%	22%	1%	4%	10%	6%	3%	-8%
CCc1cccc(CC)c1NC(=S)NCCc1ccc(O)c(O)c1	-30%	-8%	-20%	13µM*	-2%	3%	?	-1%	-2%	-14%
N#C/C(=C\c1ccc(OCc2ccc(F)cc2)cc1)C(=O)Nc1cccc(C(=O)O)c1	11µM*	?	6%	13%	?	-2%	-28%	?	16%	-9%
COc1cccc2c1OC[C@@H](CO)[C@H]2N(C)C(=O)Nc1ccc(Cl)cc1	-34%	-3%	-1%	16%	-1%	-11%	.	0%	-2%	4%
Cc1ccc(/C=C/C(=O)Nc2cc(S(N)(=O)=O)ccc2O)cc1	-2%	1%	4%	?	15µM*	.	-2%	1%	17%	-7%
Cc1ccccc1NC(=O)c1cccc(N2C(=O)C3C4CCC(C4)C3C2=O)c1 (stereo not given)	14%	-3%	1%	21%	0%	-3%	.	0%	26%	2%
O=C(NCC1CCCN1S(=O)(=O)c1cccs1)C(=O)Nc1ccc(F)cc1 (stereo not given)	71%	?	2%	.	-18%	.	11%	4%	15%	.
C/C=C\C=C/C(=O)Nc1cccc(C2=NOC3(C2)C[C@@H](C(N)=O)N(C(=O)c2ccccc2)C3)c1 (stereo not given in full)	.	5%	3%	27%	17µM*	3%	.	8%	21%	2%
NNC(=O)CN1C(c2cccc(Cl)c2)=Nc2ccc(Br)cc2C1c1ccccc1 (stereo not given)	-14%	2%	6%	-20%	0%	-3%	1%	-2%	0%	-2%
O=C(CN(c1ccccc1)S(=O)(=O)c1ccccc1)Nc1ccc(F)cc1	-18%	-2%	-2%	-2%	1%	0%	8%	-4%	-11%	4%
O=C(c1cc(Cl)nc2ccccc12)N(Cc1nnc(-c2ccc(Cl)cc2)o1)C1CC1	-39%	-5%	-2%	.	?	.	1%	-2%	1%	.
CN(C)CCCOC(=O)CCc1ccccc1	0%	-5%	-8%	11%	0%	-5%	0%	-4%	-1%	18%
COc1ccc(C)cc1NC(=O)CN1CCN(S(=O)(=O)c2ccc(F)cc2)CC1	-15%	-2%	1%	-20%	1%	2%	1%	6%	-2%	0%
O=C(NCCCN1CCOCC1)c1cc2c(s1)-c1ccccc1OC2	23%	0%	-1%	-5%	0%	?	-6%	-9%	0%	-5%
Cc1ccc(S(=O)(=O)CC(=O)Nc2ccc(Cl)cn2)cc1	3%	10%	-3%	?	5%	.	9%	1%	-2%	4%
CC(C(=O)N1CCCC1)N1CCN(c2ccccc2O)CC1 (stereo not given)	1%	-1%	0%	2%	-1%	-5%	0%	6%	-3%	3%
CCNc1oc(/C=C/c2ccc(OCC)cc2)nc1C#N	4%	-1%	-26%	23%	-17%	22%	3.2µM*	-12%	-6%	-16%
O=C(Nc1ccc(O)c(-c2nc3ccccc3o2)c1)C1(c2ccc(Cl)cc2)CCCC1	-35%	-3%	0%	15%	2%	?	-7%	?	-3%	-7%
COc1ccc(S(=O)(=O)NCCN2CCOCC2)cc1Br	4%	0%	-1%	.	0%	1%	-13%	.	0%	.
Cn1c(SCc2ccccn2)nnc1-c1cnccn1	54%	10%	13%	8%	-11%	-8%	.	?	?	12%

Entries listed so far that contain a Cl atom (8):
SMILES	BRCA1 expr act	ELG1 genotoxic	NPC1 promoter act	RORgamma inh	FLuc modulator	MBNL1-CUG inh	uPA surface inh	p53 reactivation	Rab9 promoter act	Gal4-VP16 FLuc
O=S(=O)(c1ccccc1Cl)N1CCC(O)(c2ccc3c(c2)OCO3)CC1	-5%	-7%	-4%	?	-1%	-7%	0%	?	0%	-9%
COc1cccc(CCNC(=O)CC2C(=O)NCCN2Cc2ccc(Cl)c(F)c2)c1 (stereo not given)	0%	-2%	-1%	?	0%	6%	-3%	0%	-7%	0%
Cc1ccc(N2C(=O)CC(NNC(=O)Cc3ccc(F)cc3)C2=O)cc1Cl (stereo not given)	1%	3%	-8%	3%	0%	-5%	8%	-3%	8%	-6%
COc1cccc2c1OC[C@@H](CO)[C@H]2N(C)C(=O)Nc1ccc(Cl)cc1	-34%	-3%	-1%	16%	-1%	-11%	.	0%	-2%	4%
NNC(=O)CN1C(c2cccc(Cl)c2)=Nc2ccc(Br)cc2C1c1ccccc1 (stereo not given)	-14%	2%	6%	-20%	0%	-3%	1%	-2%	0%	-2%
O=C(c1cc(Cl)nc2ccccc12)N(Cc1nnc(-c2ccc(Cl)cc2)o1)C1CC1	-39%	-5%	-2%	.	?	.	1%	-2%	1%	.
Cc1ccc(S(=O)(=O)CC(=O)Nc2ccc(Cl)cn2)cc1	3%	10%	-3%	?	5%	.	9%	1%	-2%	4%
O=C(Nc1ccc(O)c(-c2nc3ccccc3o2)c1)C1(c2ccc(Cl)cc2)CCCC1	-35%	-3%	0%	15%	2%	?	-7%	?	-3%	-7%
